High-throughput results from PubChem.
SNCA viab count – reduces viability of HEK-293 SNCA reporter cells; Potency, µM (doses to about 57.1 µM), without a hit: at the top dose activity change, negative = cytotoxicity, most hits filed as cytotoxic; actives 0.12% (n = 150,000); HEK-293-SNCA-luc viability, GF-AFC fluorescence, 24 h;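 further: potency means the concentration at half of the fitted maximal effect; 0% = DMSO-treated cells and -100% = medium-only wells without cells; nearly all actives have a fitted effect of over 30% in size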
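Cytotoxicity counterscreen: after 24 h compound treatment of genome-edited SNCA-luciferase HEK-293 cells, live-cell protease substrate GF-AFC read by fluorescence after 30 min; activity scaled between DMSO (0%) and medium-only (-100%), curves Hill-fitted.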
HEK293 tox – HEK 293 cell cytotoxicity; HEK 293 viability, ATP luminescence (CellTiter-Glo), 48-72 h; Potency, µM (doses to about 115 µM), for the others: at the top dose activity change, negative = cytotoxicity, usual class: inhibitors; actives 6.6% (n = 94,000); further: potency means the concentration at half of the fitted maximal effect; nearly all actives have a fitted effect of over 60% in size
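qHTS cytotoxicity; HEK 293, 250 cells/well; compound pinned; 48 or 72 hr, 37 degree Celsius, 5% CO2, 95% humidity; CellTiter-Glo, 10 min RT; luminescence (ATP).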
IP6K1 inhibitor – IP6K1 kinase inhibition; actives 0.81% (n = 140,000); Q92551; IP6K1 kinase, ADP-Glo luminescence, 2 h; hits give low values; activity change, % (series mostly up to about 58 µM); in the data active means activity change below about -25%
Target sequence (Q92551 whole entry, looked up): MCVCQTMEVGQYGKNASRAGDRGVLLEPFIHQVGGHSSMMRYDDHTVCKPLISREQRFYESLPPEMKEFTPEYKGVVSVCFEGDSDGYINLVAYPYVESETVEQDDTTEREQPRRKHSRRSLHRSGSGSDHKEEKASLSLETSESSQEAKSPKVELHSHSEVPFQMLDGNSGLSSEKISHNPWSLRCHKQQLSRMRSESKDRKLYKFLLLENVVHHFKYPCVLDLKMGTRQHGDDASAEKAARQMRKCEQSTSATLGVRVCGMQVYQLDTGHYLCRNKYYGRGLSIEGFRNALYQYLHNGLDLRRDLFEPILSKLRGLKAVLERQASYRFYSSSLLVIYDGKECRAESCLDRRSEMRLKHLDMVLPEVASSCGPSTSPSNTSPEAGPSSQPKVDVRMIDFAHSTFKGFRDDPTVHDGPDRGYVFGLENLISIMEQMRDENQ
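ADP-Glo luminescence measures ADP made by human IP6K1 during a 2 h RT reaction with ATP/IP6 (mix at 1.3 mM/130 uM); top library doses 57.5 and 19.1 uM final.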
GPT2 inh – GPT2 alanine aminotransferase inhibition | Potency, µM (doses to about 57.7 µM), inactives show top-dose activity change, negative = inhibition, most hits filed as inhibitors | Recombinant GPT2, coupled pyruvate oxidase/HRP Amplex Red fluorescence | Q8TD30 | actives 0.25% (n = 100,000); further: potency means the concentration at half of the fitted maximal effect; nearly all actives have a fitted effect of over 60% in size; many of its hits are not listed in these tables
Target sequence (Q8TD30 whole entry, looked up): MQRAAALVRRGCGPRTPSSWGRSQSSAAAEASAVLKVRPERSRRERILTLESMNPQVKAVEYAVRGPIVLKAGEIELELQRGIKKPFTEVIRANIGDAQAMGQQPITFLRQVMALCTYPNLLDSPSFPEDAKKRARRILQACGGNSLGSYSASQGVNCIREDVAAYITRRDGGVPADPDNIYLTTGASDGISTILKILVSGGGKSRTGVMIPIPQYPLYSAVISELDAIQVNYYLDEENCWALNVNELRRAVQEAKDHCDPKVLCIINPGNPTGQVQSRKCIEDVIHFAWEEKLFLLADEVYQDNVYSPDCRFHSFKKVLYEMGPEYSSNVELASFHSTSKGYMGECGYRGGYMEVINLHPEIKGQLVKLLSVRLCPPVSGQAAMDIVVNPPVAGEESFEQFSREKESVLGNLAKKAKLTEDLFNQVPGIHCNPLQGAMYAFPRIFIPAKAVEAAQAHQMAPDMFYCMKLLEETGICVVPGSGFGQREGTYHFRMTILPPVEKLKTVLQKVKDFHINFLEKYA
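GPT2 10ng/uL, a-KG 250uM, L-Ala 2mM, HEPES pH7.5 + 0.0001% Tween; 30 min RT. Then Amplex mix (PO/HRP/ThPP), 30 min RT dark, fluorescence. AOA 50uM used as positive control.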
3T3 cytotox – kills NIH 3T3 cells; NIH 3T3 viability, CellTiter-Glo ATP luminescence, 48-72 h; Potency, µM (series often up to 96.7 µM), inactives show top-dose activity change, negative = cytotoxicity, usual class: inhibitors; actives 4.3% (n = 94,000); AID 1345082; further: potency means the concentration at half of the fitted maximal effect; nearly all actives have a fitted effect of over 55% in size
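Mouse fibroblast NIH 3T3 cells, 400 per well, received compound via pintool and were incubated for 48 or 72 hr prior to CellTiter-Glo ATP luminescence measurement.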
FLuc inh – Photinus pyralis luciferase inhibition; P08659; purified P. pyralis luciferase, luminescence, biochemical; Potency, µM (titrated, usually from 115 µM), without a hit: at the highest dose activity change, negative = inhibition, most hits filed as inhibitors; actives 2.5% (n = 76,000); AID 1347043; further: potency means the concentration at half of the fitted maximal effect; nearly all actives have a fitted effect of over 65% in size
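FLuc 10nM, D-luciferin 10uM, ATP 10uM, Mg acetate 10mM, Tris acetate pH 7.5, Tween/BSA; cpd qHTS; enzyme added last; CCD luminescence.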
SNCA expr inh – reduces expression of the alpha-synuclein gene | actives 0.17% (n = 140,000) | HEK-293 SNCA-luciferase knock-in, luminescence, 24 h | Potency, µM (highest dose often 57.2 µM), without a hit: top-dose activity change, negative = inhibition, hits mostly inhibitors;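 further: potency means the concentration at half of the fitted maximal effect; plate controls were DMSO cells for no effect and cell-free wells for full effect; nearly all actives have a fitted effect of over 45% in size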
Starred values were filed as active, the others as inactive; [ ] = another dose, or the depositor's remark. Unless noted, the call rests on the fitted dose curve; in most records, active means well fitted curve in the direction sought with a large enough effect; inconclusive means small, poorly fitted or top-dose-only effect, or another doubt; inactive means no such curve, though single readings can be large; an effect the other way counts as inactive or inconclusive. Unless noted, on the % scale 0 is the no-effect control and ±100 the full control effect.

For COc1ccc(S(=O)(=O)N(CC(=O)NCCSCc2ccccc2)c2ccc(C)cc2)cc1 the results were SNCA viab count -10.2%, IP6K1 inhibitor 20.3 and SNCA expr inh -12.5%.
`COCCCNC(=O)C1CCCN(c2ccnc3ccnn23)C1` (stereo not given) gave SNCA viab count 10.9%[87.6 µM], HEK293 tox -14.0%[172 µM], IP6K1 inhibitor 13.2, GPT2 inh inconclusive, 3T3 cytotox inconclusive and SNCA expr inh 19.9%[87.6 µM].
Cc1ccc(CNc2ccc(-c3nc(-c4ccccn4)no3)cc2[N+](=O)[O-])cc1 was read as SNCA viab count -5.6%, IP6K1 inhibitor 9.3 and SNCA expr inh 42.5%[activator].
For Cc1cc(C(=O)N2CCCCCCNC(=O)[C@@H]3C[C@@H](c4nc(-c5cccnc5)no4)C[C@@H]32)n(C)n1 the results were SNCA viab count -12.8%, HEK293 tox -0.8%, IP6K1 inhibitor 0.0, GPT2 inh 1.2%, 3T3 cytotox -25.5%, FLuc inh -9.6% and SNCA expr inh -6.8%.
`Cc1ccccc1CC(=O)N1CCC(Cc2nc(-c3cnccn3)no2)CC1` gave SNCA viab count -3.8%, HEK293 tox 5.8%, IP6K1 inhibitor 7.4, GPT2 inh -3.0%, 3T3 cytotox -5.4%, FLuc inh 3.9% and SNCA expr inh -22.6%.
Screening N#Cc1cccc(-c2c(C(=O)NCc3cccs3)nc3sccn23)c1 returned SNCA viab count 4.5%, HEK293 tox -16.9%, IP6K1 inhibitor 15.6, GPT2 inh -20.5%, 3T3 cytotox -26.1% and SNCA expr inh 22.3%.
O=C1CCCCC(C(=O)NCc2ccccc2)N1 (stereo not given) was read as SNCA viab count 9.4%, HEK293 tox 0.7%, IP6K1 inhibitor 45.9, GPT2 inh -12.6%, 3T3 cytotox inactive, FLuc inh 1.4% and SNCA expr inh 6.5%.
CNC(=O)N1CCC(C2CCN(C(=O)CCc3c(C)nn(C)c3C)C2)CC1 (stereo not given) was read as SNCA viab count -6.9%, HEK293 tox -0.9%, IP6K1 inhibitor 8.2, GPT2 inh inactive, 3T3 cytotox -22.1% and SNCA expr inh -19.2%.
Cc1cc2c(cc1S(=O)(=O)CCC(=O)NC1CCC(C)CC1)OCC(=O)N2 (stereo not given) was read as SNCA viab count -7.0%, IP6K1 inhibitor 12.2 and SNCA expr inh 53.4%[activator].
COc1ccccc1NC(=O)CCS(=O)(=O)c1ccc2nc(C)sc2c1 was read as SNCA viab count -8.4%, IP6K1 inhibitor 24.4 and SNCA expr inh -6.2%.
Screening CC1CCN(c2nc3ccc(C(=O)NCc4ccccc4Cl)cc3s2)CC1 returned SNCA viab count 8.2%, IP6K1 inhibitor -16.9 and SNCA expr inh 190.5%[activator].
Screening COc1ccc(NC(=O)CN(C)S(=O)(=O)c2ccc3c(c2)CCC(=O)N3)c(OC)c1 returned SNCA viab count -1.2%, IP6K1 inhibitor -13.2 and SNCA expr inh 42.5%[activator].
For N[C@@H](Cc1cc(I)c(O)c(I)c1)C(=O)O the results were SNCA viab count -13.0%[23.9 µM], IP6K1 inhibitor -62.0*, GPT2 inh inconclusive and SNCA expr inh 6.4%[25.6 µM].
For CN1C(=O)CCC2(CNC(=O)c3cnccn3)CCC=C12 (stereo not given) the results were SNCA viab count 5.1%, HEK293 tox -6.2%, IP6K1 inhibitor -18.6, GPT2 inh 4.3%, 3T3 cytotox -11.1%, FLuc inh 2.8% and SNCA expr inh -6.3%.
CCn1c(C2CCCN(C(=O)c3nnn(Cc4ccccc4)c3C)C2)n[nH]c1=O (stereo not given) was read as SNCA viab count 2.4%, HEK293 tox 3.1%, IP6K1 inhibitor 2.4, GPT2 inh inactive, 3T3 cytotox 2.7%, FLuc inh 5.2% and SNCA expr inh 4.1%.
CNC(=O)[C@@H]1C[C@H](Oc2ccccc2)CN1S(=O)(=O)c1cc(OC)ccc1OC was read as SNCA viab count -3.4%, HEK293 tox -12.7%, IP6K1 inhibitor 12.0, GPT2 inh -0.9%, 3T3 cytotox -11.1%, FLuc inh 5.0% and SNCA expr inh -9.7%.
Cc1ncsc1CN(Cc1ccccc1)C(=O)CCn1nnnc1CN1CCOCC1 was read as SNCA viab count 2.9%, HEK293 tox -0.3%, IP6K1 inhibitor 11.0, GPT2 inh inconclusive, 3T3 cytotox -4.8%, FLuc inh 3.6% and SNCA expr inh -3.8%.
`COCCCNC(=O)Cn1c(=O)n(-c2ccc(C)c(C)c2)c(=O)c2c3c(sc21)CCCCC3` gave SNCA viab count -4.5%, IP6K1 inhibitor -5.9 and SNCA expr inh -13.8%.
`Cc1ccc(-n2ncc(C(=O)NCCCN3CCc4ccccc4C3)c2C2CCN(C(=O)OC(C)(C)C)CC2)c(C)c1` gave SNCA viab count -11.6%, IP6K1 inhibitor 16.6 and SNCA expr inh inconclusive.
CC(C)CCN1CCCC2(CC(Cc3ccccc3)=NO2)C1 (stereo not given) was read as SNCA viab count 0.5%[87.6 µM], HEK293 tox 100µM*, IP6K1 inhibitor 1.2, GPT2 inh -1.5%[88.5 µM], 3T3 cytotox -19.7%[138 µM], FLuc inh 6.2%[172 µM] and SNCA expr inh 29.4%[87.6 µM].
COc1ccc(-n2c(SCc3nc(-c4ccc(C)cc4)no3)nnc2-c2ccccc2)cc1 was read as SNCA viab count 3.6%, IP6K1 inhibitor 13.9 and SNCA expr inh 15.5%.
Cc1ccc(F)cc1S(=O)(=O)N[C@@H]1CN(c2ncccn2)C[C@H]1CN(C)C was read as SNCA viab count 16.9%, HEK293 tox inconclusive, IP6K1 inhibitor 23.2, GPT2 inh -10.1%, 3T3 cytotox -23.8%, FLuc inh -24.6% and SNCA expr inh 13.9%.
O=C(Cn1c(=O)oc2cc(S(=O)(=O)NCc3ccccc3)ccc21)NCc1ccc(Cl)cc1 was read as SNCA viab count 4.3%, IP6K1 inhibitor 0.2 and SNCA expr inh -25.5%.
For CC(C)(C)c1nnc2ccc(C(=O)NCCc3ccccc3)cn12 the results were SNCA viab count -3.8%[87.6 µM], HEK293 tox 0.2%[172 µM], IP6K1 inhibitor 2.1, GPT2 inh inactive, 3T3 cytotox inconclusive and SNCA expr inh -12.4%[87.6 µM].
`CCOc1ccc(N2CC(NC(=O)c3cc4ccccc4o3)CC2=O)cc1` (stereo not given) gave SNCA viab count 13.9%, IP6K1 inhibitor 25.3 and SNCA expr inh -7.8%.
`Cc1ccc(C2=CC(c3ccccc3C)n3c(nc4ccccc43)N2)cc1` (stereo not given) gave SNCA viab count 44.9%, IP6K1 inhibitor 7.2 and SNCA expr inh inconclusive.
`CCOC(=O)c1[nH]c(C)c(CCC(=O)NCc2ccc(OC(C)C)cc2)c1C` gave SNCA viab count 0.2%, IP6K1 inhibitor -4.4 and SNCA expr inh inconclusive.
COCCNC(=O)C1COC2(CCC(C)CC2)N1C(=O)c1cc(F)cc(F)c1 (stereo not given) was read as SNCA viab count 1.2%, HEK293 tox -4.2%, IP6K1 inhibitor 19.7, GPT2 inh inactive, 3T3 cytotox -22.5%, FLuc inh -6.3% and SNCA expr inh -7.3%.
`CCOc1ccc(NC(=O)CC2Nc3cccc4cccc(c34)NC2=O)cc1` (stereo not given) gave SNCA viab count 0.5%, IP6K1 inhibitor -0.6 and SNCA expr inh -3.8%.
Screening CC(C)CNC(=O)N1CCCCCCNC(=O)[C@@H]2CCCC[C@@H]21 returned SNCA viab count 0.0%, HEK293 tox 1.9%, IP6K1 inhibitor -4.8, GPT2 inh inactive, 3T3 cytotox -10.6%, FLuc inh -1.7% and SNCA expr inh -1.5%.
`CC1=C[C@@H](CNC(=O)CC(C)(C)CC(=O)O)[C@H](C(C)C)C[C@H]1Cc1nc2ccccc2[nH]1` gave SNCA viab count -9.5%, HEK293 tox -19.9%, IP6K1 inhibitor 7.9, GPT2 inh 2.8%, 3T3 cytotox inactive, FLuc inh 0.3% and SNCA expr inh -17.4%.
For O=C1NCc2ccccc2CC12CCN(Cc1ccncc1Cl)CC2 the results were SNCA viab count -4.5%, HEK293 tox -18.8%, IP6K1 inhibitor -7.8, GPT2 inh 2.7%, 3T3 cytotox -1.4% and SNCA expr inh -7.7%.
Cc1cc(C(=O)N2CCC3(CCC(=O)N(CCCn4ccnc4)C3)CC2)c(C)o1 was read as SNCA viab count -2.0%, HEK293 tox -20.3%, IP6K1 inhibitor -2.5, GPT2 inh inconclusive, 3T3 cytotox inconclusive, FLuc inh -1.0% and SNCA expr inh -28.7%.
Screening O[C@@H](c1cc(C(F)(F)F)nc2c(C(F)(F)F)cccc12)[C@H]1CCCCN1 returned SNCA viab count 20.4%[23.9 µM], IP6K1 inhibitor -7.8, GPT2 inh inactive and SNCA expr inh -33.0%[25.6 µM].
CCc1cccc(NC(=O)C(CC(C)C)NS(=O)(=O)c2ccc3c(c2)oc(=O)n3C)c1 (stereo not given) was read as SNCA viab count -0.1%, IP6K1 inhibitor -11.7 and SNCA expr inh -18.8%.
`O=C(Nc1cccc(Cl)c1)C1CCN(c2nc3ccccc3nc2C(F)(F)F)CC1` gave SNCA viab count 8.8%, IP6K1 inhibitor 4.0 and SNCA expr inh 5.5%.
COc1ccc(-c2ccc3c(n2)CN(CCOc2ccccc2)C(=O)CO3)cc1 was read as SNCA viab count 4.2%[87.6 µM], HEK293 tox inconclusive, IP6K1 inhibitor -9.2, GPT2 inh -1.2%[88.5 µM], 3T3 cytotox inconclusive, FLuc inh 0.4%[172 µM] and SNCA expr inh -3.2%[87.6 µM].
Screening COc1nccnc1NC1CCN(C(=O)CCc2ccccc2)CC1 returned SNCA viab count 5.9%, HEK293 tox 0.5%, IP6K1 inhibitor -6.7, GPT2 inh inactive, 3T3 cytotox -22.2%, FLuc inh -7.4% and SNCA expr inh -0.1%.
COc1ccc(C(=O)N2CCCN(C(=O)C3CC3)C(c3ccccc3)CC(=O)NCC2)cc1F (stereo not given) was read as SNCA viab count -20.9%, HEK293 tox -7.9%, IP6K1 inhibitor 3.0, GPT2 inh -11.8%, 3T3 cytotox -14.1%, FLuc inh -11.6% and SNCA expr inh inconclusive.
For Cc1ccc(-c2nc3cc(C(C)C)ccc3o2)cc1NC(=O)c1cccs1 the results were SNCA viab count 7.0%, IP6K1 inhibitor -8.8 and SNCA expr inh 150.1%[activator].
Screening CCOCCOC1CCN(C(=O)Nc2ccc3c(c2)OCCO3)CC1 returned SNCA viab count 2.6%[12.5 µM], HEK293 tox -0.9%, IP6K1 inhibitor 21.4, GPT2 inh inactive, 3T3 cytotox inactive, FLuc inh -30.2% and SNCA expr inh 154.3%[activator].

Gathered by group, those above containing a furan ring, fused or not
`CCOc1ccc(N2CC(NC(=O)c3cc4ccccc4o3)CC2=O)cc1` (stereo not given) gave SNCA viab count 13.9%, IP6K1 inhibitor 25.3 and SNCA expr inh -7.8%.
Cc1cc(C(=O)N2CCC3(CCC(=O)N(CCCn4ccnc4)C3)CC2)c(C)o1 was read as SNCA viab count -2.0%, HEK293 tox -20.3%, IP6K1 inhibitor -2.5, GPT2 inh inconclusive, 3T3 cytotox inconclusive, FLuc inh -1.0% and SNCA expr inh -28.7%.

These rows are one share of the data (hit frequency here may not be typical).
